Screens: PubChem BioAssay, Sanford-Burnham Center for Chemical Genomics
APJ ag – activates the human apelin receptor APJ | P35414 | CHO-K1 APJ PathHunter beta-arrestin, luminescence; 0% DMSO wells, 100% apelin | activation, % at 20 µM | 0.11% of 330,000 active;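 active = activation more than six SD over the plate average, tested at 20 µM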;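 note: 0% = DMSO alone and 100% = apelin-13 at 10 nM; some results filed as inactive read as strong as hits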
Target sequence (P35414 whole entry, looked up): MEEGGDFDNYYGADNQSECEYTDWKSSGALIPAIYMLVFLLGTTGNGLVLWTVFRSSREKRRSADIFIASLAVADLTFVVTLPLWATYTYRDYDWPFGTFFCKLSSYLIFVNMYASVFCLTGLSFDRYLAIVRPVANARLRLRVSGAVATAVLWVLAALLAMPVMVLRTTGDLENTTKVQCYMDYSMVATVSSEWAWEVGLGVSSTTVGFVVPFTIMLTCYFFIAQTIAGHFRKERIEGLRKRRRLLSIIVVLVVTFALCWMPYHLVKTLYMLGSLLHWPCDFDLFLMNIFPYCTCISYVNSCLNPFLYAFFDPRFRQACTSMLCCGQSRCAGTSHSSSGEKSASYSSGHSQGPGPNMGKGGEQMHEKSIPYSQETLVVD
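Assay system: CHO-K1 APJ beta-arrestin complementation cell line / Compound: single test compound dose, 20 µM final, 1% DMSO / Times: overnight seeding, 90 min compound at 25 °C, 1 h detection / Technique: beta-gal luminescence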
APJ antagonist – APJ receptor antagonism; P35414; 0.32% of 330,000 active; inhibition, % at 20 µM; CHO-K1 APJ beta-arrestin complementation, luminescence; AID 2521;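 active = inhibition above about 40% at 20 µM, limit read from the data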;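 note: cells challenged with 10 nM apelin-13 agonist together with compound; plate controls were apelin-13 plus DMSO wells for no effect and DMSO wells lacking apelin-13 for full effect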
tim23-1 inh – tim23-1 yeast growth inhibition; S. cerevisiae tim23-1 growth, BacTiter-Glo luminescence, 24 h; AID 463212; inhibition, % at 20 µM; 1.3% of 330,000 active;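 active = growth inhibition of the mutant yeast at or above 50%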;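 note: temperature-sensitive mutant grown at 25 °C; plate controls were DMSO-treated mutant yeast for no effect and medium wells lacking yeast for full effect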
XBP1 UPR activ – activators of adaptive arm of unfolded protein response (XBP1); activation, % at 20 µM; CHO-XBP1 luciferase reporter, IRE1-XBP1 UPR activation, luminescence; percent of tunicamycin response, DMSO as zero; 0.33% of 330,000 active; AID 463104;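 active = versus positive control, 20 µM dose yields 30% or more activation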;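 note: 100% = tunicamycin at 10 µg/mL and 0% = DMSO only wells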
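assay system = CHO-XBP1 luciferase reporter cells | amount = 1000 cells/well | buffer or medium = F12 plus 10% FBS | compound dosing = single point, 20 µM final compound, 1% DMSO | incubation = 16-18 h cell attachment at 37 °C, then 6 h compound exposure | detection = Steady-Glo luminescence read | controls = tunicamycin 10 µg/mL and vehicle-only wells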
UPR CHOP act – apoptotic UPR (CHOP) activation; AID 449763; activation, % at 10 µM; CHO-CHOP luciferase reporter, luminescence; percent of tunicamycin response over DMSO baseline; 0.34% of 330,000 active;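 active = at 10 µM dose, activation of 40% or more, normalized to positive control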;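 note: 100% = tunicamycin at 10 µg/mL and 0% = DMSO alone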
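System: CHO-CHOP luciferase reporter cell line | Buffer or medium: F12 medium containing 10% fetal bovine serum | Doses: One dose, 10 µM in 0.5% DMSO | Times: 6 h compound exposure at 37 °C after overnight seeding | Signal: Luciferase luminescence | Read-out: % activation vs tunicamycin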
697 NFkB inh – lowers PMA/ionomycin-induced NF-kB signal in 697 B cells; 697 B-cell NF-kB luciferase reporter, 16 h; inhibition, % at 4 µM; 0.33% of 330,000 active; AID 435022; in the data active = inhibition above about 35%
Jurkat NFkB inh – lowers PMA/ionomycin-induced NF-kB signal in Jurkat cells; PMA/ionomycin-induced NF-kB luciferase reporter, luminescence; inhibition, % at 4 µM; 0.53% of 330,000 active; AID 435003; in the data active = inhibition above about 50%
Mdm2 MdmX PPI – human Mdm2/MdmX binding inhibition | 3% of 330,000 active | AID 485346 | O15151+Q00987 | SaOS-2 split-luciferase Mdm2/MdmX complementation, luminescence | inhibition, % at 8 µM;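 active = inhibition of at least 50% at 8 µM in the primary screen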
* marks the source's active call; other numbers are inactive results.

SMILES	APJ ag	APJ antagonist	tim23-1 inh	XBP1 UPR activ	UPR CHOP act	697 NFkB inh	Jurkat NFkB inh	Mdm2 MdmX PPI
C/C(=N/NC(=O)CNC(=O)/C=C/c1ccco1)c1ccc(Cl)cc1	-1.3	10.9	15.6	-0.3	-0.3	-6.2	-3.5	-43.4
CC(Oc1cc2oc(=O)c3c(c2cc1Cl)CCCC3)C(=O)NCC1CCC(C(=O)O)CC1 (configuration not stated)	-0.4	11.0	-3.1	-1.9	2.2	12.4	16.4	13.9
CCN(CC)CCCNC(=O)C1c2cc(OC)c(OC)cc2C(=O)N(C)C1c1cccs1 (configuration not stated)	-4.1	6.6	-7.1	0.0	-0.9	2.5	-9.8	16.6
COC(=O)CSc1ccc(S(=O)(=O)N2CCOCC2)cc1[N+](=O)[O-]	0.1	-6.3	4.6	0.5	-1.6	-0.6	4.0	11.7
CCCCOc1ccc(C(=O)CCN2CCCCC2)cc1	-4.7	17.2	50.0*	-6.2	-1.4	-1.1	-6.2	5.7
CC(=O)Oc1ccc2c(=O)oc(-c3ccccc3)nc2c1	-1.4	0.4	30.2	4.5	3.2	1.1	5.9	8.6
O=C(O)COc1ccc2c(-c3ccccc3)cc(=O)oc2c1	-2.8	1.8	6.5	-1.6	-2.3	20.4	7.6	-5.3
COc1ncnc2c1cnn2-c1ccccc1	11.0	3.5	6.1	0.1	3.2	-36.6	-20.5	-12.6
COc1cccc(-c2nc(CS(=O)CC(=O)NCc3ccccc3Cl)c(C)o2)c1 (configuration not stated)	8.5	5.4	13.4	-0.8	3.4	0.8	0.1	0.9
OCCCCNCc1ccc(OCc2ccccc2)cc1	-0.3	8.2	4.4	0.1	3.8	13.8	-21.2	-32.8
COc1ccc(NC2CCCN(C(=O)CN3CCOC3=O)C2)cc1OC (configuration not stated)	4.1	-4.0	13.9	-0.3	1.4	5.9	23.6	-13.9
Cc1ccc(-n2c(=O)c3sccc3n(CC(=O)NCc3ccco3)c2=O)cc1	-1.5	-1.7	-12.4	-1.4	-0.7	13.4	5.0	15.9
COc1cccc(-c2nc(CS(=O)(=O)CC(=O)Nc3ccc(F)cc3F)c(C)o2)c1	0.1	4.8	17.1	-3.8	6.6	-7.4	3.2	5.8
CCOCc1nnc(NC(=O)C2CCN(C(=O)C3CC(=O)N(c4ccc(C)cc4)C3)CC2)s1 (configuration not stated)	0.3	10.6	6.2	-0.5	-0.2	-4.3	-12.2	12.2
Cc1cc(C)n2nc(SCCC(=O)NCCc3ccccc3)nc2n1	-4.2	22.6	5.1	-0.9	-1.3	11.3	-6.7	-18.6
COc1ccc(-n2cc(-c3ccc(Br)cc3)[nH]c2=S)cc1	-1.0	-5.6	0.8	-0.3	0.6	-40.8	-75.1	-31.6
O=C(CN(Cc1ccccc1Cl)S(=O)(=O)c1ccc(Cl)cc1)N/N=C/c1ccc(C(=O)O)cc1	4.2	-33.2	15.9	-7.4	-1.8	-25.4	-3.9	-8.0
O=C(COC(=O)Cc1ccc(S(=O)(=O)N2CCOCC2)s1)Nc1ccccc1	0.3	-8.8	9.2	-2.0	0.7	12.0	-2.4	31.1
CC(C)NC(=S)Nc1cccc2cnccc12	5.2	-29.4	20.7	-0.4	3.6	-5.7	11.1	14.8
CCCn1c(SC(C)C(=O)N2CCOCC2)nc2ccc(Br)cc2c1=O (configuration not stated)	-5.8	-5.0	0.5	4.0	1.2	12.6	1.9	13.6
CN(c1ccccc1)S(=O)(=O)c1ccc(C(=O)Nc2nnc(C3=COCCO3)o2)cc1	-6.0	-0.6	14.4	0.4	-2.2	-4.6	-13.2	10.3
O=C(O)C(c1ccccc1)N1C(=O)c2ccccc2C1=O (configuration not stated)	-0.3	8.6	-8.0	-1.0	-1.0	13.7	11.4	11.1
COc1ccc(N/C(C)=C/C(=S)Nc2ccccc2)cc1	0.3	-2.2	26.0	4.3	4.2	-54.2	-39.6	-6.6
CCOc1ccc2oc(C(=O)N(Cc3nnc(-c4ccccc4Cl)o3)C3CC3)c(C)c2c1	-2.7	0.2	15.0	-4.8	-1.9	-10.0	-1.8	6.1
O=C(c1cccc(N2CCCC2=O)c1)N1CCOCC1	-4.3	2.2	8.1	0.4	0.1	6.4	-1.3	4.2
CCOC(=O)N1CCN(C(=O)CN(Cc2ccccc2)S(=O)(=O)c2ccc(OC)c(C)c2)CC1	2.4	19.1	20.5	-4.7	-0.9	-28.2	-3.0	-16.8
O=C1NC(NS(=O)(=O)c2ccccc2)(C(F)(F)F)C(=O)N1Cc1ccccc1 (configuration not stated)	-2.4	0.2	3.3	-4.3	-0.1	-14.2	-1.4	13.6
COc1ccc(/C=N/NC(=O)Cc2cccs2)cc1	-0.1	-7.0	-1.4	4.6	4.8	-64.6	-38.5	21.0
COC(=O)[C@H](Cc1c[nH]c2ccccc12)NC(=O)NCc1ccccc1	-3.8	7.9	2.5	-2.7	-0.1	20.7	3.3	34.6
O=C(O)c1cccc(N2C(=O)c3cc([N+](=O)[O-])cc4cc([N+](=O)[O-])cc(c34)C2=O)c1	3.2	3.4	22.4	-5.8	-1.4	7.8	1.0	29.6
Cn1c(C(=O)OC(C(=O)NC2CCCC2)c2cccnc2)cc2sccc21 (configuration not stated)	-1.6	6.6	14.3	-1.8	-0.8	-7.2	-18.7	8.0
Cc1cc(=O)n(CC(C)O)c(O)c1C#N (configuration not stated)	-0.5	-9.3	14.5	-5.6	-0.8	-1.9	2.0	4.3
O=C(O)CCc1nn2c3ccccc3n(Cc3ccccc3)c2nc1=O	-1.0	1.9	-1.1	-3.2	2.8	-16.8	-19.6	6.3
CC(C)(CNc1ccc([N+](=O)[O-])cc1Cl)CNS(C)(=O)=O	-3.9	10.6	12.3	-1.1	-2.7	22.3	-5.0	9.4
Cc1ccc(S(=O)(=O)N2CCCOC2CNC(=O)C(=O)NC2CCCC2)cc1 (configuration not stated)	6.0	5.9	8.3	-3.3	1.6	13.4	8.3	21.9
C=CCCN(C(CC(C)C)C(=O)OC)S(=O)(=O)c1cc(Br)ccc1Br (configuration not stated)	-4.2	14.7	6.4	-4.7	12.0	17.8	10.3	14.6

One compound at a time, as listed above. Order of screens: APJ ag	APJ antagonist	tim23-1 inh	XBP1 UPR activ	UPR CHOP act	697 NFkB inh	Jurkat NFkB inh	Mdm2 MdmX PPI
Profile of Cc1cc(=O)n(CC(C)O)c(O)c1C#N (configuration not stated) : -0.5	-9.3	14.5	-5.6	-0.8	-1.9	2.0	4.3
Profile of Cn1c(C(=O)OC(C(=O)NC2CCCC2)c2cccnc2)cc2sccc21 (configuration not stated) : -1.6	6.6	14.3	-1.8	-0.8	-7.2	-18.7	8.0
Profile of O=C(c1cccc(N2CCCC2=O)c1)N1CCOCC1 : -4.3	2.2	8.1	0.4	0.1	6.4	-1.3	4.2
Profile of C=CCCN(C(CC(C)C)C(=O)OC)S(=O)(=O)c1cc(Br)ccc1Br (configuration not stated) : -4.2	14.7	6.4	-4.7	12.0	17.8	10.3	14.6
Profile of COc1cccc(-c2nc(CS(=O)(=O)CC(=O)Nc3ccc(F)cc3F)c(C)o2)c1 : 0.1	4.8	17.1	-3.8	6.6	-7.4	3.2	5.8

(next part)
SMILES	APJ ag	APJ antagonist	tim23-1 inh	XBP1 UPR activ	UPR CHOP act	697 NFkB inh	Jurkat NFkB inh	Mdm2 MdmX PPI
COC(=O)c1ccc(NC(=O)C2CCN(S(C)(=O)=O)CC2)cc1	4.1	7.7	15.7	-0.8	-0.3	0.8	-2.3	10.3
O=c1[nH]c2ccc(NC(=S)NCc3ccccc3)cc2[nH]1	0.5	-15.7	9.8	-3.6	2.4	11.3	7.6	-9.5
COc1ccc(CNC(=O)CN(C(=O)c2csnn2)c2cccc(F)c2)cc1	0.2	13.9	14.0	-4.5	0.5	27.3	7.9	21.8
Cc1sc2nc(SC(C)C)nc(N)c2c1C	-2.0	14.0	-0.4	25.4	1.3	-21.7	-16.2	15.5
Cc1occc1C(=O)NNC(=O)c1ccccc1[N+](=O)[O-]	0.4	-0.7	8.0	-1.6	1.7	-33.8	-18.5	-3.6
COc1cccc(N2CCN(C(=O)c3ccccc3SCC(=O)NCc3ccco3)CC2)c1	2.1	22.3	21.1	-1.0	1.7	11.1	10.6	-5.0
Cc1ccccc1S(=O)(=O)Cc1ccc(C(=O)NCCCOC(C)C)o1	-3.7	-3.8	-11.2	1.2	-0.7	2.2	-1.3	-25.0
O=C(O)c1cc(N/N=C/C=C/c2ccccc2)ccc1Cl	-0.7	-14.6	20.8	-3.9	0.0	-115.3	-63.7	-116.1
COc1ccc(N2CCN(C(=O)NC3CC(=O)N(c4ccc(OC)cc4)C3)CC2)cc1 (configuration not stated)	-5.7	-1.3	4.8	-0.5	-0.3	21.9	3.5	14.1
COc1cc(NC(=O)c2cccc(F)c2)ccc1NC(=O)c1cc2ccccc2o1	-2.7	-11.5	-1.0	16.1	7.8	-14.6	8.4	87.1*
Cc1ccccc1NC(=O)CCN1CCN(Cc2ccccc2)CC1	-0.7	1.2	2.9	-1.9	-0.7	6.1	-10.3	19.4
CC1CCCCN1CCNC(=O)CC1Oc2ccccc2NC1=O (configuration not stated)	-1.7	6.0	-2.9	0.3	1.1	2.2	5.3	-14.9

Taken from the listing for reference:
SMILES	APJ ag	APJ antagonist	tim23-1 inh	XBP1 UPR activ	UPR CHOP act	697 NFkB inh	Jurkat NFkB inh	Mdm2 MdmX PPI
COc1ccc(N2CCN(C(=O)NC3CC(=O)N(c4ccc(OC)cc4)C3)CC2)cc1 (configuration not stated)	-5.7	-1.3	4.8	-0.5	-0.3	21.9	3.5	14.1
COc1cc(NC(=O)c2cccc(F)c2)ccc1NC(=O)c1cc2ccccc2o1	-2.7	-11.5	-1.0	16.1	7.8	-14.6	8.4	87.1*
Cc1ccccc1NC(=O)CCN1CCN(Cc2ccccc2)CC1	-0.7	1.2	2.9	-1.9	-0.7	6.1	-10.3	19.4
CC1CCCCN1CCNC(=O)CC1Oc2ccccc2NC1=O (configuration not stated)	-1.7	6.0	-2.9	0.3	1.1	2.2	5.3	-14.9

Later entries.
SMILES	APJ ag	APJ antagonist	tim23-1 inh	XBP1 UPR activ	UPR CHOP act	697 NFkB inh	Jurkat NFkB inh	Mdm2 MdmX PPI
O=C(CCCCCn1c(=S)[nH]c2cc3c(cc2c1=O)OCO3)N1CCN(C2CCCCC2)CC1	-0.3	-13.0	18.1	2.7	-0.9	-28.5	-7.1	-12.8
COc1ccc(Nc2ccc(C(F)(F)F)cc2[N+](=O)[O-])cn1	-5.5	6.8	15.6	0.1	0.7	3.2	6.6	11.8
Cc1ccc([N+](=O)[O-])cc1S(=O)(=O)Nc1ccc(C(=O)NCC2CCCO2)cc1 (configuration not stated)	-1.7	0.4	-1.5	-2.9	0.2	6.5	-2.3	9.6
CC(NCC(O)COc1ccc2ccccc2c1)c1ccccc1 (configuration not stated)	1.7	17.6	6.9	12.7	-1.3	14.2	22.5	33.7
COc1ncccc1-c1nnn(-c2ccc(Cl)nc2)n1	-2.5	19.0	9.1	-0.5	2.6	-16.6	-4.2	-23.7
CC/C(=N\NC(=O)c1ccccc1Cl)c1ccc(Br)s1	-1.3	-3.0	13.0	1.1	-0.3	-11.6	-18.2	29.2
CN(CC(=O)Nc1c(Cl)cccc1Cl)C(=O)CNC(=O)c1ccc2c(c1)OCO2	-1.1	-4.4	-1.2	-3.6	0.1	-5.1	9.6	13.9
[N-]=[N+]=NC[C@H](Cc1ccccc1)N1CC[C@@H](O)CCC1=O	1.5	-24.1	7.7	-0.8	2.0	27.5	20.1	-24.7
CCc1ccc(OCC(=O)NNC(=S)NC(=O)C2CCCCC2)c(Br)c1	-4.3	0.2	3.9	-1.0	1.3	-40.3	-19.7	17.7
Cc1[nH]c2ccccc2c1[C@H]1[C@@H](CC#N)C1(C)C	-2.8	-7.4	32.0	1.3	0.5	12.9	-1.3	10.3
